ATXN2 expr inh – ATXN2 expression inhibition | HEK-293 ATXN2-luciferase reporter, luminescence, 24 h | Potency, µM (highest dose often 57 µM), inactives show top-dose activity change, negative = inhibition, usual class: inhibitors | 360,000 compounds, 0.72% hits | AID 1745845; note: potency is the fitted concentration of half-maximal effect; % is set by controls: 0 for no effect and ±100 for the full control effect; nearly all actives have a fitted effect of over 55% in size
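ATXN2-luciferase reporter cells (luciferase flanked by upstream and downstream ATXN2 gene portions) were treated 24 h at 37 °C with compounds at up to 57 uM. SteadyGlo luminescence gave expression; GF-AFC fluorescence gave viability.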
MCF10A rereplic – DNA re-replication induction in MCF 10a cells | MCF 10A DNA re-replication, Hoechst nuclear intensity, 48 h | Potency, µM (top dose mostly 46.1 µM), inactives show top-dose activity, positive = re-replication, most hits filed as activators | 350,000 compounds, 2.9% hits | AID 624296; note: potency is the fitted concentration of half-maximal effect; % of control where 0% means no effect; nearly all actives have a fitted effect of over 50% in size
HT1080 IDH1KD tx – HT-1080 IDH1 knockdown cell toxicity (counter line). HT-1080 IDH1 knockdown viability, ATP luminescence, 48 h. Potency, µM (titrated, usually from 46.1 µM), without a hit: top-dose activity, negative = toxicity, actives largely listed as cytotoxic. 360,000 compounds, 2% hits. AID 686971;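 note: potency is the fitted concentration of half-maximal effect; 0% = DMSO wells and -100% = cell-free medium wells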
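Luminescent ATP read-out (CellTiter-Glo, 10 min at room temperature) after 48 h compound exposure at 37 °C gave viability of IDH1-knockdown HT-1080 cells. Activity was normalised to DMSO and cell-free wells, then fitted as concentration-response curves.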
HepG2 tox – kills HepG2 cells in TGF-b inhibitor counter-screen; HepG2 CAGA-GFP viability, ATP luminescence, 18 h; Potency, µM (doses to about 46.1 µM), without a hit: at the top dose activity change, negative = cytotoxicity, most hits filed as cytotoxic; AID 588856; 410,000 compounds, 0.76% hits; note: potency is the fitted concentration of half-maximal effect; some results filed as inactive show a strong effect at the top dose
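CellTiter-Glo luminescence gave cytotoxicity after 18 hours at 37 degrees C. The cells were HepG2 CAGA-GFP in 1% FBS DMEM, stimulated with 500 pg/mL TGF-beta after compound addition. %Activity was normalised to no-cell wells (complete cell-killing) and DMSO (no toxicity), and curves were fitted and classified.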
SW480 rereplic – DNA re-replication induction in SW480 cells; SW480 DNA re-replication, Hoechst DNA content imaging, 48 h; 340,000 compounds, 1.8% hits; Potency, µM (titrated, usually from 46.1 µM), for inactives: at the highest dose re-replication activation, actives largely listed as activators; note: potency is the fitted concentration of half-maximal effect; % of control where 0% means no effect; nearly all actives have a fitted effect of over 55% in size
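Quantitative HTS format with DMSO vehicle controls; 48 hr drug incubation at 37 C, then 40 min Hoechst staining and scanning imager measurement at 405 nm excitation.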
HT1080NT lethal – kills 2HG-producing HT-1080-NT fibrosarcoma cells. HT-1080-NT fibrosarcoma viability, CellTiter-Glo ATP luminescence, 48 h. 360,000 compounds, 1.6% hits. Potency, µM (top dose mostly 46.1 µM), for inactives: at the highest dose activity, negative = less viability, most hits filed as cytotoxic. AID 686970;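 note: NT is the 2HG producing partner of a matched IDH1 knockdown line; potency is the fitted concentration of half-maximal effect; 0% = DMSO-treated cells and -100% = media-only wells without cells; nearly all actives have a fitted effect of over 55% in size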
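A 48-hour cytotoxicity screen used HT-1080-NT cells plated 2 hours before compound delivery. ATP-based CellTiter-Glo luminescence measured viability, normalized to DMSO and no-cell controls.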
IL1B secr inh – inflammasome signaling inhibition, IL-1 beta readout | 360,000 compounds, 4.7% hits | activity change, % at 57.5 µM | AID 743279 | THP-1 LPS/ATP IL-1B secretion, AlphaLISA, 16 h; stronger effect = lower value; in the data active = activity change below about -50%; inconclusive = mostly about -30% to -49%; note: % is set by controls: 0 for no effect and ±100 for the full control effect
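Secreted IL-1B measured by AlphaLISA bead assay after 16 h compound exposure of THP-1 cells; compounds (final up to 57.5 uM) added 1 h before LPS (250 ng/mL) and ATP (1.25 mM) stimulation; lower signal means less secretion.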
KB-3-1 cytotox – kills parental KB-3-1 adenocarcinoma cells | KB-3-1 viability, CellTiter-Glo ATP luminescence, 72 h | Potency, µM (doses to about 46.1 µM), without a hit: at the highest dose activity change, negative = cytotoxic, most hits filed as cytotoxic | 400,000 compounds, 1.4% hits | AID 1347075; note: potency is the fitted concentration of half-maximal effect; % is set by controls: 0 for no effect and ±100 for the full control effect; nearly all actives have a fitted effect of over 60% in size
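Viability of parental KB-3-1 cells, measured by CellTiter-Glo luminescence, followed a 72 h incubation at 37 °C with pinned compounds in phenol-red-free DMEM containing 10% FBS.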
ATXN viability – viability counter-screen for ATXN expression inhibitors. Potency, µM (series often up to 56.7 µM), actives largely listed as cytotoxic. S2 cells (HEK-293 line with an ATXN2-luciferase reporter) viability, CellTiter-Fluor protease fluorescence, 24 h. 400,000 compounds, 0.49% hits; note: potency is the fitted concentration of half-maximal effect; nearly all actives have a fitted effect of over 40% in size
The depositor's hits bear a star; & = joins results of further samples; [ ] = remark or other dose. Unless noted, calls come from the whole dose curve; as a rule, active = well fitted curve in the direction sought with a large enough effect; inconclusive = small, poorly fitted or top-dose-only effect, or another doubt; inactive = no such curve, though single readings can be large; an effect the other way counts as inactive or inconclusive. Rows are unselected; about 8.9% have a hit in one of these screens.

O=C(NC(=S)N1CCN(c2ccc(F)cc2)CC1)C12CC3CC(CC(C3)C1)C2 was read as ATXN2 expr inh 7%, MCF10A rereplic -1%, HT1080 IDH1KD tx 14%, HepG2 tox 18%, SW480 rereplic -2%, HT1080NT lethal -1%, IL1B secr inh -2, KB-3-1 cytotox -2% and ATXN viability inactive.
`CCOC(=O)N1CCN(C(=O)CSc2nc3c([nH]c4ccccc43)c(=O)n2C)CC1` gave ATXN2 expr inh 3%, MCF10A rereplic -1%, HT1080 IDH1KD tx 8%, HepG2 tox -75%, SW480 rereplic -16%, HT1080NT lethal 27%, IL1B secr inh 8, KB-3-1 cytotox inconclusive and ATXN viability inactive.
O=S(=O)(NN1CCOCC1)c1cc(Cl)cc(Cl)c1O was read as ATXN2 expr inh -2%, MCF10A rereplic -10%, HT1080 IDH1KD tx -2%, HepG2 tox 11%, SW480 rereplic -12%, HT1080NT lethal 6%, IL1B secr inh inactive, KB-3-1 cytotox -13% and ATXN viability inactive.
CC(C)Oc1ccc(CNC(=O)c2ccc(NC(=O)N3CC(C)Sc4ccccc43)cc2)cc1 (configuration not stated) was read as ATXN2 expr inh 15%, HepG2 tox -50%, KB-3-1 cytotox inconclusive and ATXN viability inactive.
For CCCCCCNC(=O)C(C(=O)OCC)C1CCCCC1 (configuration not stated) the results were ATXN2 expr inh -4%, MCF10A rereplic inconclusive, HT1080 IDH1KD tx -4%, HepG2 tox -19%, SW480 rereplic 5%, HT1080NT lethal -4%, IL1B secr inh 44, KB-3-1 cytotox inconclusive and ATXN viability inactive.
COc1ccc(CN2CCC[C@]3(N[C@H](c4ccc(C)cc4)[C@@H]4C(=O)N(Cc5ccccc5)C(=O)[C@@H]43)C2=O)cc1 was read as ATXN2 expr inh 6%, HT1080 IDH1KD tx -4%, HepG2 tox -10%, HT1080NT lethal -1%, IL1B secr inh -22, KB-3-1 cytotox -3% and ATXN viability inactive.
Screening Cc1ccc(-c2cc(C(F)(F)F)n3ncc(C(=O)N4CCCc5ccccc54)c3n2)cc1 returned ATXN2 expr inh -20%, MCF10A rereplic -5%, HT1080 IDH1KD tx -4%, HepG2 tox 0%, SW480 rereplic 14%, HT1080NT lethal -9%, IL1B secr inh 3, KB-3-1 cytotox 3% and ATXN viability inactive.
For Cc1ccc(S(=O)(=O)Nc2c(O)c3ccccc3oc2=O)cc1 the results were ATXN2 expr inh -17%, MCF10A rereplic 0%, HT1080 IDH1KD tx -14%, HepG2 tox 1%, SW480 rereplic -4%, HT1080NT lethal -11%, IL1B secr inh 7, KB-3-1 cytotox -14% and ATXN viability inactive.
CCCOc1ccccc1N1C(=O)CC(N2CCOCC2)C1=O (configuration not stated) was read as ATXN2 expr inh 3%, MCF10A rereplic 3%, HT1080 IDH1KD tx 5%, HepG2 tox -20%, SW480 rereplic 2%, HT1080NT lethal 14%, IL1B secr inh -12, KB-3-1 cytotox 2% and ATXN viability inactive.
Screening O=C(Nc1cc(S(=O)(=O)N2CCOCC2)ccc1O)c1ccc2c(c1)S(=O)(=O)c1ccccc1C2=O returned MCF10A rereplic -7%, HT1080 IDH1KD tx -18%, HepG2 tox -1%, SW480 rereplic -6%, HT1080NT lethal -27%, IL1B secr inh 0, KB-3-1 cytotox -2% and ATXN viability inactive.
`COc1ccc(/C=C/C(=O)NCCN=C2NS(=O)(=O)c3ccccc32)cc1` gave ATXN2 expr inh -15%, MCF10A rereplic -23%, HT1080 IDH1KD tx -1%, HepG2 tox -3%, SW480 rereplic -16%, HT1080NT lethal -2%, IL1B secr inh -17, KB-3-1 cytotox 8% and ATXN viability inactive.
For O=C(Cn1cncc1-c1ccc([N+](=O)[O-])cc1)Nc1cccc2ccccc12 the results were ATXN2 expr inh -7%, MCF10A rereplic -6%, HT1080 IDH1KD tx -1%, HepG2 tox 2%, SW480 rereplic -3%, HT1080NT lethal 0%, IL1B secr inh 36, KB-3-1 cytotox 8% and ATXN viability inactive.
`CC(=O)Nc1nonc1NC(=O)c1ccc(F)cc1` gave ATXN2 expr inh -37%, MCF10A rereplic -1%, HT1080 IDH1KD tx 4%, HepG2 tox -10%, SW480 rereplic 0%, HT1080NT lethal 9%, IL1B secr inh 26, KB-3-1 cytotox 10% and ATXN viability inactive.
Screening CCn1cc(CNC(=O)c2cc(COc3ccc(F)cc3F)on2)cn1 returned MCF10A rereplic -7%, HT1080 IDH1KD tx 0%, HepG2 tox -11%, SW480 rereplic -1%, HT1080NT lethal 5%, IL1B secr inh 11, KB-3-1 cytotox -16% and ATXN viability inactive.
For CC#CCC(CC#CC)c1nc2ccccc2c(=O)n1N the results were ATXN2 expr inh -29%, MCF10A rereplic inconclusive, HT1080 IDH1KD tx 1%, HepG2 tox -20%, SW480 rereplic 0%, HT1080NT lethal 9%, IL1B secr inh 8, KB-3-1 cytotox -1% and ATXN viability inactive.
NC(=O)COc1cc2oc(=O)c3c(c2cc1Cl)CCCC3 was read as MCF10A rereplic 0%, HT1080 IDH1KD tx 13%, HepG2 tox -8%, SW480 rereplic -7%, HT1080NT lethal 15%, IL1B secr inh -14, KB-3-1 cytotox -2% and ATXN viability inconclusive.
C/C(=N\NC(=S)NCCc1ccccc1)c1ccc(C#N)cc1 was read as ATXN2 expr inh 1%, MCF10A rereplic inconclusive, HT1080 IDH1KD tx 7.1µM*, HepG2 tox -10%, SW480 rereplic inconclusive, HT1080NT lethal 6.3µM*, IL1B secr inh 3, KB-3-1 cytotox 18% and ATXN viability inactive.
COc1ccc(-c2sc(Nc3ccccc3)n[n+]2C)c(C)c1C was read as ATXN2 expr inh -5%, MCF10A rereplic inconclusive, HT1080 IDH1KD tx 0%, HepG2 tox -21%, SW480 rereplic 22%, HT1080NT lethal -1%, IL1B secr inh 89, KB-3-1 cytotox 0% and ATXN viability inactive.
Cc1cccc(C(=O)NNS(=O)(=O)c2ccc(F)cc2)c1 was read as ATXN2 expr inh -3%, MCF10A rereplic 3%, HT1080 IDH1KD tx 3%, HepG2 tox 11%, SW480 rereplic -4%, HT1080NT lethal 1%, IL1B secr inh 7, KB-3-1 cytotox -20% and ATXN viability inactive.
For CC1CCCCN1C(=O)CSc1nnc2c(n1)[nH]c1ccc(F)cc12 (configuration not stated) the results were ATXN2 expr inh -23%, MCF10A rereplic 6%, HT1080 IDH1KD tx 0%, HepG2 tox 4%, SW480 rereplic -4%, HT1080NT lethal 18%, IL1B secr inh 0, KB-3-1 cytotox -5% and ATXN viability inactive.
For COc1ccc(N2C(=O)CC(Sc3nccc(C)n3)C2=O)cc1 (configuration not stated) the results were ATXN2 expr inh -4%, MCF10A rereplic 2%, HT1080 IDH1KD tx 16%, HepG2 tox 0%, SW480 rereplic 1%, HT1080NT lethal 19%, IL1B secr inh 2, KB-3-1 cytotox -13% and ATXN viability inactive.
For Cc1ccc2oc(C(=O)Nc3c(C(=O)c4ccc(C)c(F)c4)oc4ccccc34)cc(=O)c2c1 the results were ATXN2 expr inh -8%, HepG2 tox 25%, KB-3-1 cytotox -2% and ATXN viability inactive.
For CN(C)C(=O)CCc1ccc2c3c([nH]c2c1)[C@]1(CCC2CCCC2)[C@@H](C(=O)N2CCOCC2)C[C@H](CC(=O)NCc2ccco2)C(=O)N1CC3 the results were ATXN2 expr inh 6%, MCF10A rereplic 1%, HT1080 IDH1KD tx 11%, HepG2 tox -3%, SW480 rereplic 20%[9.22 µM], HT1080NT lethal 6%, IL1B secr inh -28, KB-3-1 cytotox 5% and ATXN viability inactive.
Screening COc1ccccc1NC(=O)Cn1nnc(C(=O)NCc2ccc3c(c2)OCO3)c1N returned ATXN2 expr inh 5%&3%, MCF10A rereplic 19%, HT1080 IDH1KD tx inconclusive, HepG2 tox -13%&-20%, SW480 rereplic inconclusive, HT1080NT lethal inconclusive, IL1B secr inh 40, KB-3-1 cytotox inconclusive and ATXN viability inactive.
For Cc1c(-c2cccc(Cl)c2)nc2ccccc2c1C(=O)NC1CC1 the results were ATXN2 expr inh -7%, MCF10A rereplic 19%, HT1080 IDH1KD tx 0%, HepG2 tox 9%, SW480 rereplic -7%, HT1080NT lethal -1%, IL1B secr inh 38, KB-3-1 cytotox -11% and ATXN viability inactive.
O=C(NC(=S)Nc1cccc2c(O)cccc12)c1ccccc1[N+](=O)[O-] was read as ATXN2 expr inh -4%, MCF10A rereplic 3%, HT1080 IDH1KD tx inconclusive, HepG2 tox -1%, SW480 rereplic -1%, HT1080NT lethal -19%, IL1B secr inh -11, KB-3-1 cytotox inconclusive and ATXN viability inactive.
For COC(=O)c1ccc(CSc2nnc(-c3ccncc3)o2)cc1 the results were ATXN2 expr inh -7%, MCF10A rereplic 0%, HT1080 IDH1KD tx 0%, HepG2 tox 7%, SW480 rereplic -3%, HT1080NT lethal 2%, IL1B secr inh 5, KB-3-1 cytotox -5% and ATXN viability inactive.
Cc1ccc(-c2csc3ncnc(SCC(N)=O)c23)cc1 was read as MCF10A rereplic 0%, HT1080 IDH1KD tx -25%, HepG2 tox 16%, SW480 rereplic -8%, HT1080NT lethal -18%, IL1B secr inh inconclusive, KB-3-1 cytotox 5% and ATXN viability inactive.
For Cc1nn(-c2ccccc2)c(C)c1/C=C/C(=O)OCC(=O)N(C)C1CCS(=O)(=O)C1 (configuration not stated) the results were ATXN2 expr inh -1%, MCF10A rereplic 6%, HT1080 IDH1KD tx 18%, HepG2 tox 20%, SW480 rereplic -5%, HT1080NT lethal 17%, IL1B secr inh -14, KB-3-1 cytotox -2% and ATXN viability inactive.
Screening CCn1c(SCc2cccc(OC)c2)nc2ccccc2c1=O returned ATXN2 expr inh -17%, MCF10A rereplic inconclusive, HT1080 IDH1KD tx -27%, HepG2 tox -16%, SW480 rereplic inconclusive, HT1080NT lethal -5%, IL1B secr inh 25, KB-3-1 cytotox 0% and ATXN viability inactive.
